Source: PubChem
GRP78 ERSR act = ER stress response induction in glioma; U87-MG GRP78 promoter luciferase reporter, 16 h; Potency, µM, for the others: at the highest dose activation, actives largely listed as activators; 420,000 tested, 0.02% active; AID 602332; note: series mostly up to about 76 µM; % of control where 0% means no effect; nearly all actives have a fitted effect of over 35% in size
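ERSR induction read as luciferase luminescence (Bright-Glo, 10 min at room temperature) in stably transfected human U87-MG glioma cells exposed to compounds for 16 h, using GRP78 as sensor.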
Vif-A3G inh = Vif-A3G binding inhibition | Potency, µM (titrated, usually from 46.1 µM), inactives show at the top dose activity, negative = active, usual class: inhibitors | Q9HC16 | 410,000 tested, 0.076% active | AID 602310 | HeLa A3G-eYFP + Vif (tagged APOBEC3G with the HIV-1 protein that degrades it), YFP fluorescence, overnight;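 note: % is set by controls: 0 for no effect and ±100 for the full control effect; nearly all actives have a fitted effect of over 60% in size; hits raise eYFP signal because A3G escapes Vif-driven loss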
Target sequence (Q9HC16 whole entry, looked up): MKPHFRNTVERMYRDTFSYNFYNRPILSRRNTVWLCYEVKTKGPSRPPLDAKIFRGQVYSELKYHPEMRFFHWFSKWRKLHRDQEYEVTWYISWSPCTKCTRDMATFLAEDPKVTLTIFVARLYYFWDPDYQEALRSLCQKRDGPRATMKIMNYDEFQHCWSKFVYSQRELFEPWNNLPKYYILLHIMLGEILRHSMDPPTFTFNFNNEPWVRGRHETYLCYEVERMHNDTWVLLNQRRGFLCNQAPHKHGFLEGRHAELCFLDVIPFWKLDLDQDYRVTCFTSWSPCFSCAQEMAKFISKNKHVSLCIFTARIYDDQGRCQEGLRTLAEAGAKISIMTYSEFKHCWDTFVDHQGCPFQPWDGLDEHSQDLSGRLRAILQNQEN
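Read-out is eYFP fluorescence (Ex 488/Em 500-530) from Vif-expressing HeLa A3G-eYFP cells; more signal means A3G escaped Vif-mediated degradation. Cells plated overnight, compound pinned in, incubated overnight at 37 deg C.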
The depositor's hits bear a star; ? = inconclusive. Calls come from the whole dose curve; as a rule, active = well fitted curve in the direction sought with a large enough effect; inconclusive = small, poorly fitted or top-dose-only effect, or another doubt; inactive = no such curve, though single readings can be large; an effect the other way counts as inactive or inconclusive. Potency is the fitted concentration of half-maximal effect.

The opening 16 compounds, to show the layout:
SMILES	GRP78 ERSR act	Vif-A3G inh
O=C(NC(c1ccc(Cl)cc1)c1ccsc1)C1CCN(CCOc2ccc(Cl)cc2)CC1 (stereo unspecified)	-10.2%	-10.4%
CCc1nc2ccc(C(=O)NCCCn3ccnc3)cn2c1N(C)C(=O)COc1ccccc1	-2.1%	-2.9%
O=C(C[n+]1ccncc1)c1ccc2c(c1)CCCC2	-0.7%	-7.6%
Cc1ccc(OCC(=O)Nc2ccc(O)c(-c3nc4cc(C)c(C)cc4o3)c2)cc1	1.5%	2.2%
O=C(Nc1nnc([C@H]2C[C@H](O)[C@@H](CO)O2)s1)Nc1cccc(Cl)c1Cl	-0.4%	-8.0%
CC(=O)c1sc(Nc2ccc3c(c2)OCO3)nc1C	1.6%	-8.5%
Cc1cn([C@H]2C[C@H](O)[C@@H](/C=C/C(=O)NCCN3CCOCC3)O2)c(=O)[nH]c1=O	-1.2%	0.3%
COc1ccc(OCCN2CCC(C(=O)NC(c3ccc(C)cc3)c3ccccn3)CC2)cc1 (stereo unspecified)	-4.2%	2.6%
Cc1cc2nc(-c3ccc(C#N)cc3)c(Cc3cccc(F)c3)n2c(C)c1Br	-4.1%	-5.3%
N#Cc1cccc(NC(=O)c2cc(C3CCCCN3C(=O)c3ccccc3)on2)c1 (stereo unspecified)	-0.4%	4.2%
Nc1ccc(/C=C/c2ccnc3ccccc23)cc1[N+](=O)[O-]	-1.0%	4.5%
CNc1cncc(-c2cccc(C(C)=O)c2)n1	-1.5%	-0.4%
CCC(=O)N1CCC(C)(C(=O)Nc2ccc(OC)c(OC)c2)C1 (stereo unspecified)	-3.0%	1.4%
COc1ccc(S(=O)(=O)NC(=O)C2(C)CCN2C(=O)C2(c3ccccc3)CC2)cc1 (stereo unspecified)	-2.2%	0.5%
CN(C)c1ccc(CC(=O)N2CCCC(c3cc(C(=O)Nc4ccccc4)no3)C2)cc1 (stereo unspecified)	0.6%	1.1%
COc1ccc(C(C)(NC(C)=O)c2nc(-c3ccc(F)c(Cl)c3)cs2)cc1 (stereo unspecified)	-2.0%	-11.3%

The listing (from the top)
SMILES	GRP78 ERSR act	Vif-A3G inh
O=C(NC(c1ccc(Cl)cc1)c1ccsc1)C1CCN(CCOc2ccc(Cl)cc2)CC1 (stereo unspecified)	-10.2%	-10.4%
CCc1nc2ccc(C(=O)NCCCn3ccnc3)cn2c1N(C)C(=O)COc1ccccc1	-2.1%	-2.9%
O=C(C[n+]1ccncc1)c1ccc2c(c1)CCCC2	-0.7%	-7.6%
Cc1ccc(OCC(=O)Nc2ccc(O)c(-c3nc4cc(C)c(C)cc4o3)c2)cc1	1.5%	2.2%
O=C(Nc1nnc([C@H]2C[C@H](O)[C@@H](CO)O2)s1)Nc1cccc(Cl)c1Cl	-0.4%	-8.0%
CC(=O)c1sc(Nc2ccc3c(c2)OCO3)nc1C	1.6%	-8.5%
Cc1cn([C@H]2C[C@H](O)[C@@H](/C=C/C(=O)NCCN3CCOCC3)O2)c(=O)[nH]c1=O	-1.2%	0.3%
COc1ccc(OCCN2CCC(C(=O)NC(c3ccc(C)cc3)c3ccccn3)CC2)cc1 (stereo unspecified)	-4.2%	2.6%
Cc1cc2nc(-c3ccc(C#N)cc3)c(Cc3cccc(F)c3)n2c(C)c1Br	-4.1%	-5.3%
N#Cc1cccc(NC(=O)c2cc(C3CCCCN3C(=O)c3ccccc3)on2)c1 (stereo unspecified)	-0.4%	4.2%
Nc1ccc(/C=C/c2ccnc3ccccc23)cc1[N+](=O)[O-]	-1.0%	4.5%
CNc1cncc(-c2cccc(C(C)=O)c2)n1	-1.5%	-0.4%
CCC(=O)N1CCC(C)(C(=O)Nc2ccc(OC)c(OC)c2)C1 (stereo unspecified)	-3.0%	1.4%
COc1ccc(S(=O)(=O)NC(=O)C2(C)CCN2C(=O)C2(c3ccccc3)CC2)cc1 (stereo unspecified)	-2.2%	0.5%
CN(C)c1ccc(CC(=O)N2CCCC(c3cc(C(=O)Nc4ccccc4)no3)C2)cc1 (stereo unspecified)	0.6%	1.1%
COc1ccc(C(C)(NC(C)=O)c2nc(-c3ccc(F)c(Cl)c3)cs2)cc1 (stereo unspecified)	-2.0%	-11.3%
CCCNC(=O)C1(C)CCCN(C(=O)c2cc(C(C)(C)C)nn2C)C1 (stereo unspecified)	-1.3%	-0.8%
Cc1ccc(C)c(Nc2nc(NCc3ccco3)nc3nccnc23)c1	-3.5%	4.1%
COc1ccc(OC(=O)N(C)C[C@@H]2OCc3cn(nn3)CCCC(=O)N([C@H](C)CO)C[C@H]2C)cc1	-4.6%	-4.2%
Cc1c(C(=O)NCc2ccccn2)sc(=O)n1Cc1ccc(-c2ccccc2)cc1	-3.0%	-2.5%
Cc1ccc(-c2nc3c(Cl)cc(C(F)(F)F)cn3c2Cc2cccc(F)c2)cc1	0.3%	-4.5%
CC1(C(=O)NS(=O)(=O)c2cccc(Cl)c2)CCN1C(=O)c1ccccc1CCc1ccccc1 (stereo unspecified)	-1.1%	-8.6%
C[C@@H]1CCCN1[C@@H]1CS(=O)(=O)N[C@H]1COCc1ccccc1	-2.8%	-1.3%
COc1ccc(SCC(Cc2ccccc2)N2CCN(C)CCC2=O)cc1 (stereo unspecified)	-4.0%	-2.1%
COc1ccc(S(=O)(=O)NC(=O)C2(C)CCN2C(=O)Cc2ccccc2)cc1OC (stereo unspecified)	-0.5%	-0.5%
COc1cc2c(NC3CCN(C)CC3)nc(N3CCCN(C)CC3)nc2cc1OCCCCN(C)C	-5.6%	1.5%
CO[C@H]1C[C@@H]2CC[C@@H](C)[C@@](O)(O2)C(=O)C(=O)N2CCCC[C@H]2C(=O)O[C@H]([C@H](C)C[C@@H]2CC[C@@H](O)[C@H](OC)C2)CC(=O)[C@H](C)/C=C(/C)[C@@H](O)[C@@H](OC)C(=O)[C@H](C)C[C@H](C)C=C/C=C\C=C/1C	4.3%	-9.8%
O=C(NC(c1ccc(F)cc1)c1ccc2ccccc2n1)C1CCN(Cc2ccc(Oc3ccccc3)cc2)CC1 (stereo unspecified)	?	-10.7%
O=C(NC1CCCCC1)C(c1ccnc2ccccc12)N1CCc2ccccc2C1 (stereo unspecified)	3.8%	-3.6%
CCc1nc2c(OCc3ccc(C#N)cc3)cccn2c1N(C)C(=O)c1cccs1	-0.9%	-17.9%
CC(C)CCNC(=O)c1[nH]c(C(F)(F)F)nc1-c1ccccc1	-2.7%	0.6%
COc1ccc(CNC(=O)C2(C)Cc3c(-c4ccccc4)ccnc3O2)cc1OC (stereo unspecified)	-3.7%	-0.4%
CC(=O)c1cccc(NC(=O)c2ccc(-c3c(C)noc3C)c3ccoc23)c1	2.5%	-29.0%
O=C(C(=NNc1ccccc1)C(=S)Nc1ccccc1)c1ccccc1	0.6%	-0.6%
COCCNc1nc(NCc2ccccc2OC)c2sccc2n1	-7.8%	-2.2%
CN(C)c1ccc(C2C=Cc3ccccc32)c2ccccc12 (stereo unspecified)	-1.4%	1.2%
Cc1ccc(-c2[nH]ncc2CNCc2ccccc2)cc1	-3.8%	3.1%
CC(C)C[C@@H](CN1CCC[C@@H]1CN1C(=S)NC[C@@H]1Cc1ccccc1)N1C[C@H](Cc2ccc(O)cc2)N(CCc2ccccc2)C1=S	-0.9%	2.1%
CCc1ccc2cc3c(cc2n1)C(=O)c1ccccc1-3	-5.4%	-17.5%
CCc1ccc(-c2nc3c(=O)n(C)c(=O)nc-3n(CC)n2)cc1	-10.7%	-13.0%
Cc1cccnc1C(NC(=O)C1CCN(CCOc2ccc(Cl)cc2Cl)CC1)c1ccc(Cl)cc1 (stereo unspecified)	-2.0%	-6.8%
CC(=O)OC[C@@H]1CN(Cc2ccccc2)C[C@H](n2cnc3c(NCC(C)C)ncnc32)O1	-5.0%	-1.8%
CCc1ccc(OC2(C)CCN(Cc3ccc4c(c3)OCCO4)C2)cc1 (stereo unspecified)	-4.5%	0.4%
O=C(Nc1ccccc1Cl)c1cc(C2CCCCN2S(=O)(=O)c2ccc(F)cc2F)on1 (stereo unspecified)	0.2%	0.7%
CC1(C(=O)Nc2ccc3c(c2)OCO3)CCN1C(=O)CCC1CCCC1 (stereo unspecified)	-2.4%	3.0%
Nc1cccc(/C=C/c2ccnc3ccccc23)c1	0.8%	-17.9%
CCCCNC(=O)C(NC(=O)c1ccc(=O)[nH]c1)C(=O)c1ccccc1 (stereo unspecified)	-4.3%	-2.9%
O=C(Nc1cccc(Cl)c1Cl)c1csc([C@@H]2O[C@H](CO)[C@@H](O)[C@H]2O)n1	9.9%	-3.4%
O=C(Nc1ccc(Cl)cc1Cl)[C@@H]1CC=C[C@@H]2CCN(Cc3ccccc3)C(=O)[C@@H]21	-2.6%	4.0%
c1ccc2c(c1)sc[n+]2CCC1CCCCC1	19.3%	-1.5%
CCOC(=O)C1CCCN(C(=O)c2cccnc2Oc2ccccc2)CC1 (stereo unspecified)	-2.3%	-1.9%
CCCCOc1cccc2c(=O)n(CC(=O)Nc3ccc4c(c3)OCCO4)ccc12	-3.2%	-5.5%
Cc1cccc(CN2CC34C=CC(CC3S2(=O)=O)O4)c1 (stereo unspecified)	-2.7%	-1.8%
c1ccc(OCCNc2ccn3nc(-c4cccs4)cc3n2)cc1	-5.0%	-12.6%
C[C@@H]1CNC(=O)c2c(C(=O)NC3CCN(C(=O)OC(C)(C)C)CC3)ncn21	-5.3%	1.3%
C#Cc1ccc(NC(=O)C2(C)CCN2C(=O)c2ccccc2CCc2ccccc2)cc1 (stereo unspecified)	-1.4%	0.9%
CC1CC=CC2C1C(=O)N(Cc1ccccc1)C2c1ccc(/C=C/c2ccccc2)cc1F (stereo unspecified)	-4.0%	1.3%
COc1cc(CN2C[C@@H](CO)O[C@@H](n3cnc4c(NC5CC5)ncnc43)C2)cc(OC)c1OC	-1.7%	0.5%
O=C(NCc1ccco1)Nc1nnc([C@H]2C[C@H](O)[C@@H](CO)O2)s1	-2.7%	-1.1%
Cc1nc(C(F)(F)F)ccc1C(=O)N1CCC1(C)C(=O)NS(=O)(=O)c1ccc2ccccc2c1 (stereo unspecified)	-1.3%	4.6%

Quoted from the listing:
Vif-A3G inh with O=C(NCc1ccco1)Nc1nnc([C@H]2C[C@H](O)[C@@H](CO)O2)s1 = -1.1%
GRP78 ERSR act with Cc1cccc(CN2CC34C=CC(CC3S2(=O)=O)O4)c1 (stereo unspecified) = -2.7%

The list goes on.
SMILES	GRP78 ERSR act	Vif-A3G inh
CC1(C(=O)NCC2CC2)Cc2c(-c3ccc4c(c3)OCO4)ccnc2O1 (stereo unspecified)	-2.1%	?
COCC(O)Cn1ccnc1N=Nc1ccccc1 (stereo unspecified)	1.2%	2.0%
CN(C)c1ccc(-c2ccnc3c2CC(C)(C(=O)Nc2cccc(N(C)C)c2)O3)cc1 (stereo unspecified)	-1.7%	-1.4%
CC(=O)NC(c1ccccc1)c1nc(-c2ccc(S(C)(=O)=O)cc2)cs1 (stereo unspecified)	0.5%	-2.5%
COc1ccc(-c2ccc(C(=O)NCc3ccco3)c3occc23)c(C)c1	0.5%	3.2%
CN(C)c1ccc(NC(=O)Nc2ccc3c(c2)c(=O)n(C)n3Cc2ccc(Cl)cc2)cc1	0.0%	-3.2%
CN(C)c1ccc(-c2cc(C3C4C=CCCC4(C)C(=O)N3Cc3ccccc3)ccc2F)cc1 (stereo unspecified)	-4.7%	0.1%
COCCNC(=O)C1CCCN(C(=O)c2cc(C)n(C(C)(C)C)n2)CC1 (stereo unspecified)	-0.8%	-1.7%
OC[C@H]1O[C@@H](c2nc3ccc(-c4nc(-c5cccs5)no4)cc3[nH]2)C[C@@H]1O	-6.2%	-22.2%
COc1cc2c(NC3CCN(C(C)C)CC3)nc(N3CCCN(C)CC3)nc2cc1OCCCN1CCCC1	-5.0%	-2.6%
COc1ccc([C@@H]2C[C@H]3[C@@H](CN2S(=O)(=O)c2ccccc2)C(=O)C[C@@H](c2ccc(OC)cc2)N3S(=O)(=O)c2ccccc2)cc1	-3.2%	0.4%
O=C(NCc1cccc(C(F)(F)F)c1)c1ccc2nc([C@@H]3O[C@H](CO)[C@@H](O)[C@H]3O)[nH]c2c1	-2.7%	-1.0%
CCCCC(=O)N(C)c1c(CC)nc2c(OCCOc3ccc(F)cc3)cccn12	-2.0%	1.6%
COc1ccc(C2OC(CCc3ccccc3)CC3=C2C(=O)OC(C)(C)O3)cc1 (stereo unspecified)	-1.0%	-1.1%
CC1=C(C(=O)N(C(C)C)C(C)C)CC(CC(=O)NCc2cccs2)C(=O)N1CCCN1CCCC1=O (stereo unspecified)	-2.9%	1.4%
O=C(Nc1ccccc1)C1Cc2c(-c3cccc(F)c3)ccnc2O1 (stereo unspecified)	-1.9%	-3.6%

As a short view, some entries already given.
SMILES	GRP78 ERSR act	Vif-A3G inh
CC1(C(=O)NCC2CC2)Cc2c(-c3ccc4c(c3)OCO4)ccnc2O1 (stereo unspecified)	-2.1%	?
COCC(O)Cn1ccnc1N=Nc1ccccc1 (stereo unspecified)	1.2%	2.0%

An excerpt; the hit share may differ from the screen's.
